UTI89 phage lysis: inhibition of K1F phage lysis, E. coli UTI89, bacterial capsule biogenesis inhibitors, alamar blue (AID 488966); E. coli UTI89 K1F phage lysis, alamar blue, 2 h; higher % means a stronger effect; inhibition, % at 100 µM, or IC50 in µM where a hit was titrated; 340,000 compounds, 0.02% hits;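 active = phage lysis inhibition, versus mean bacterial control, above a set limit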;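 note: capsule biogenesis inhibitors block K1F phage lysis so surviving cells raise fluorescence; higher fluorescence means more inhibition of phage lysis; actives were called in the ten point dose series up to 300 µM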
Dengue-2 NS5 capping: Dengue-2 NS5 methyltransferase inhibitors, primary screen, biochemical, confirmation dose response (AID 588689). Genome polyprotein (Dengue virus type 2 (strain 16681-PDK53)). Dengue-2 NS5 methyltransferase capping enzyme assay, biochemical; higher % means a stronger effect. one-dose inhibition, % at 25 µM; IC50 in µM for titrated hits. 340,000 compounds, 0.3% hits; in the data active = a potency from the dose series
NTR1 agonist: agonists of NTR1, primary screen, imaging, U2OS cells, beta-arrestin-GFP, high content (AID 493036); 330,000 compounds, 0.17% hits; activation, % at 20 µM; NTR1-U2OS beta-arrestin-GFP spot imaging, agonist mode; Neurotensin receptor type 1 (Homo sapiens), P30989;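 active = activation at or above 40% of the spot to cytoplasm intensity ratio, with at least 20 cells analyzed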;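 note: 0% = DMSO without peptide and 100% = 100 nM NTR1 peptide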
Target sequence (P30989 whole entry, looked up): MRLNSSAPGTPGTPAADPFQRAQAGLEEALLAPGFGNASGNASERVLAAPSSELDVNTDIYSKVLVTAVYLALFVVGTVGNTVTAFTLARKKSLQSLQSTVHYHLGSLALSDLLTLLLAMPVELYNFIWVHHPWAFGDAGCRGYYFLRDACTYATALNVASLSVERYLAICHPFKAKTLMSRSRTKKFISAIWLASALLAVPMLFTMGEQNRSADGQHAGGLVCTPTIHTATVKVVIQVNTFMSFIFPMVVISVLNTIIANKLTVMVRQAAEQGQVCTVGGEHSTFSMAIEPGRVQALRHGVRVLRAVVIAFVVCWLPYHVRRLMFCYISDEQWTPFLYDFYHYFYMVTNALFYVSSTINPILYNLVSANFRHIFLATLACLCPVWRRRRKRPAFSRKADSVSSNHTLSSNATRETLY
NTR1 agonist cell count 20 µM: recorded beside NTR1 agonist, whose call it bears; cell count; measured here: cell count, cytotoxicity flag
Dengue-2 NS5 capping pilot replicate: further read-out of Dengue-2 NS5 capping, marked with its call; inhibition, %; measured here: pilot screen replicate inhibition
An asterisk follows results filed as active; [ ] = remark or other dose. An excerpt; count on the stated rates, not on these rows.

SMILES	UTI89 phage lysis	Dengue-2 NS5 capping	NTR1 agonist	NTR1 agonist cell count 20 µM	others
CC1CC(C)CN(C(=O)COC(=O)c2cc(S(=O)(=O)N3CCOCC3)ccc2F)C1 (configuration not stated)	1.7%[50 µM]	-12%	3.2	71
COC(=O)C1CCN(C(=O)COC(=O)c2cc(-c3ccccc3)nc3ccc(OC)cc23)CC1	-0.5%[50 µM]	-4%	1.2	82
CCOC(=O)C1=CC[C@@H](c2cccc(C)c2)N(S(=O)(=O)c2ccc(C)cc2)[C@H]1C(=O)OCC	1.1%	-8%	1.4	53
O=C(CNC(=O)c1ccc(Cl)cc1Cl)OCC(=O)N1CCCC1=O	1.3%[50 µM]	1%	1.2	66
O=C1CCc2cc(S(=O)(=O)Nc3ccc(F)cc3)cc3c2N1CC3	1.4%[50 µM]	-9%	-1.5	53
CC(Oc1ccc(Br)cc1)C(=O)N(C)CC(=O)Nc1ccc(N2CCOCC2)cc1 (configuration not stated)	1.1%[50 µM]	-5%	-0.4	78
C[C@H]1CCC[C@@]2(O[C@@H](CCO)C[C@H](O)[C@H]2O)O1	0.2%	-6%	0.1	97
COc1ccccc1NS(=O)(=O)c1ccc(C)c(NC(=O)c2c(C)noc2C)c1	0.6%[50 µM]	3%	0.2	53
Cn1cccc1C1CCCN1CC(=O)Nc1ccc(F)c(F)c1F (configuration not stated)	0.6%[50 µM]	-4%	-3.4	50
COc1cc(OC)c(C(=O)Nc2ncn[nH]2)cc1OC	-0.2%	-2%	1.5	62
Nn1c(SCC(=O)NC2CCCCC2)nnc1-c1ccccc1F	0.4%[50 µM]	3%	1.0	48
N#CCC(=O)Nc1ccc(C(=O)OCC(=O)N2CCCC2=O)cc1	1.2%[50 µM]	-1%	3.0	39

Part of the list above in order of number of heavy atoms, low to high.
SMILES	UTI89 phage lysis	Dengue-2 NS5 capping	NTR1 agonist	NTR1 agonist cell count 20 µM	others
C[C@H]1CCC[C@@]2(O[C@@H](CCO)C[C@H](O)[C@H]2O)O1	0.2%	-6%	0.1	97
COc1cc(OC)c(C(=O)Nc2ncn[nH]2)cc1OC	-0.2%	-2%	1.5	62
Cn1cccc1C1CCCN1CC(=O)Nc1ccc(F)c(F)c1F (configuration not stated)	0.6%[50 µM]	-4%	-3.4	50
COc1ccccc1NS(=O)(=O)c1ccc(C)c(NC(=O)c2c(C)noc2C)c1	0.6%[50 µM]	3%	0.2	53
CC(Oc1ccc(Br)cc1)C(=O)N(C)CC(=O)Nc1ccc(N2CCOCC2)cc1 (configuration not stated)	1.1%[50 µM]	-5%	-0.4	78
CCOC(=O)C1=CC[C@@H](c2cccc(C)c2)N(S(=O)(=O)c2ccc(C)cc2)[C@H]1C(=O)OCC	1.1%	-8%	1.4	53
COC(=O)C1CCN(C(=O)COC(=O)c2cc(-c3ccccc3)nc3ccc(OC)cc23)CC1	-0.5%[50 µM]	-4%	1.2	82

More results
SMILES	UTI89 phage lysis	Dengue-2 NS5 capping	NTR1 agonist	NTR1 agonist cell count 20 µM	others
CC(NC(=O)c1ccco1)C(=O)Nc1nccs1 (configuration not stated)	1.0%	-2%	-0.1	49
Cc1cc(C)cc(NC(=O)Cc2ccc(S(=O)(=O)N3CCCC3)s2)c1	0.1%[50 µM]	-4%	-0.2	72
Cc1ccc(NS(=O)(=O)c2cccc(C(=O)N3CCCCCCC3)c2)cc1	-0.3%[50 µM]	-10%	1.3	37
C#CCNC(=O)C1=C[C@@H](c2ccc(C#C)cc2)C[C@@H](OCc2ccc(CO)cc2)O1	0.8%	6%	3.5	93
CC(=O)N1CCN(C(=O)c2cc(S(=O)(=O)N(C)Cc3ccccc3)ccc2Cl)CC1	0.7%[50 µM]	-2%	-0.5	74
COc1ccccc1CNS(=O)(=O)c1ccc(N2CCCC2)cc1Br	0.0%	-5%	0.8	70	Dengue-2 NS5 capping pilot replicate=1.5
CCc1noc(C)c1C(=O)Nc1nc(-c2ccccc2)cs1	0.4%[50 µM]	4%	0.5	48
CC1(c2nnc(-c3ccccc3)o2)CC(c2c(Cl)cccc2Cl)=NO1 (configuration not stated)	-0.4%	-5%	0.6	94
Cc1ccc(NC(=O)COC(=O)c2cccc(C)c2[N+](=O)[O-])cc1S(=O)(=O)N1CCCCC1	0.3%[50 µM]	-11%	2.7	59
COc1ccccc1NC(=O)COC(=O)Cn1cnc2c1c(=O)n(C)c(=O)n2C	-0.1%[50 µM]	-2%	0.9	58
N#C/C(=C\c1ccc(Cl)cc1)C(=O)NC1CC1	-0.7%	-18%	0.8	41
O=C(CSc1nnc2ccc(-c3cccnc3)nn12)Nc1cccc(F)c1	1.4%[50 µM]	1%	1.6	64
O=C(CSc1nc(=O)n2cc(Cl)ccc2n1)Nc1cccc2ccccc12	1.3%[50 µM]	0%	0.2	48
COc1ccc(C(=O)Nc2nc(CC(=O)NCc3ccc(F)cc3)cs2)cc1	1.2%[50 µM]	-12%	0.2	54
COC(=O)c1cccc(NC(=O)CN2CCC(NC(=O)c3cc(OC)c(OC)c(OC)c3)CC2)c1	-0.3%	2%	0.5	59
OC[C@H]1O[C@@H](n2cnc3c(NC4CCCC4)nc(Cl)nc32)[C@H](O)[C@@H]1O	5.9%	-5%	7.7	56
O=C(COC(=O)c1ccccc1SCC(=O)N1CCCC1)NCc1ccccc1	0.1%[50 µM]	-11%	0.2	64
COc1cc(/C=C/C(=O)OCC(=O)N(C)Cc2ccccc2)ccc1O	0.6%[50 µM]	8%	0.0	69
C[C@@H]1COC(=O)[C@@H](CC(=O)OC(C)(C)C)C/C=C\C[C@@H](CC(=O)N[C@@H](CO)Cc2ccccc2)C(=O)N1	1.3%	17%	-0.4	52
Nn1c(SCC(=O)Nc2ccc(N3CCOCC3)cc2)nnc1C1CC1	0.6%[50 µM]	-2%	2.6	52
O=C(C[C@H]1C/C=C\C[C@@H](Cc2ccc(F)cc2)C(=O)OC[C@H]2CCCN2C1=O)NCCO	-0.9%	2%	0.7	65
CCc1cccc2c(C(=O)CN3C(=O)NC4(CCc5ccccc54)C3=O)c[nH]c12 (configuration not stated)	-0.7%[50 µM]	-4%	5.8	57
Cc1ccc(C(=O)NNC(=O)c2ccc3c(c2)OCCO3)cc1	1.6%[50 µM]	-6%	0.4	63
CC[C@]12c3[nH]c4ccccc4c3CCN1C(=O)C(CC(=O)NCCCn1ccnc1)C[C@@H]2C(=O)N1CCN(C(=O)c2ccco2)CC1 (some centres not stated)	0.0%	-4%	0.9	63	Dengue-2 NS5 capping pilot replicate=-5.5
COC(=O)c1c(-c2ccc(S(C)(=O)=O)cc2)sc2cc(OC)ccc12	1.0%	4%	-0.7	64
NC(=O)C1CCCN(C(=O)c2cccc(S(=O)(=O)N(Cc3ccccc3)c3ccccc3)c2)C1 (configuration not stated)	-0.1%[50 µM]	-2%	-1.8	61
COc1ccc(C2/C=C\CC(NC(=O)OCC3c4ccccc4-c4ccccc43)CC(=O)N2Cc2ccccc2F)cc1 (configuration not stated)	1.2%	0%	0.8	53	Dengue-2 NS5 capping pilot replicate=1.5
O=C(Nc1cccc(S(=O)(=O)NC2=NCCC2)c1)c1ccc(C(F)(F)F)cc1	-1.3%	-2%	9.3	44
CCC(=O)N(c1nnc(SCC(=O)NN2C(=O)NC3(CCC(C)CC3)C2=O)s1)C1CC1 (configuration not stated)	0.6%	-2%	-2.0	33
CC(Oc1cccc(Br)c1)C(=O)NNC(=O)CCNC(=O)c1ccccc1Cl (configuration not stated)	1.4%[50 µM]	2%	-2.8	52
Cc1ccc(NC(=O)CCN2C(=O)NC3(CCCC3)C2=O)c(C)c1	0.7%[50 µM]	4%	2.9	58
CC(=O)CCc1ccccc1	-0.5%	-1%	1.0	77
CSc1cccc(-c2nnc(NC(=O)c3cccc(N4C(=O)CCC4=O)c3)o2)c1	0.7%[50 µM]	9%	-0.8	79
COc1ccc(OCCCC(=O)N2CCN(S(=O)(=O)c3cccc(F)c3)CC2)cc1	0.9%[50 µM]	-3%	1.3	67
Cc1ccc(S(=O)(=O)N(CC(=O)NCc2cccs2)c2ccccc2)cc1	0.6%[50 µM]	-4%	2.2	61
c1ccc2c(c1)CC(N1CCCCC1)c1ccccc1S2 (configuration not stated)	0.4%	-5%	1.2	39
Cc1cc(C)n(-c2ccc(C(=O)OC(C)C(=O)Nc3ccc(C(N)=O)cc3)cc2)n1 (configuration not stated)	0.1%[50 µM]	-4%	-0.1	76
Cc1nn(CC(=O)N2CCN(C(=O)c3ccco3)CC2)c(C)c1[N+](=O)[O-]	-1.2%	-4%	2.6	69
CCOc1ccc(CN(C)C(=O)c2cccc(S(=O)(=O)N3CCCC3)c2)cc1OC	0.4%[50 µM]	2%	0.3	97
COc1ccc(C2(C)NC(=O)N(CC(=O)NCC(=O)Nc3ccc(F)c(F)c3F)C2=O)cc1OC (configuration not stated)	4.0%	5%	-0.2	51
COC(=O)CCN(Cc1ccccc1)S(=O)(=O)c1ccccc1Br	-0.1%	2%	-0.3	48	Dengue-2 NS5 capping pilot replicate=4.3
Cc1ccc(OCCOC(=O)C2CCN(S(=O)(=O)c3ccc(C)c(C)c3)CC2)cc1	-0.1%[50 µM]	-4%	1.1	64
CC(=O)c1cccc(NC(=O)CSc2nc(=O)n(CCN3CCOCC3)c3c2CCCC3)c1	0.2%[50 µM]	-1%	-0.4	58
CC1(NC(=O)CSc2nnc(-c3c[nH]c4ccccc34)n2C2CC2)CCS(=O)(=O)C1 (configuration not stated)	0.7%[50 µM]	-8%	-0.9	45
Cc1ccc(S(=O)(=O)N(CC(=O)Nc2ccc(Cl)cc2)C(=O)N2CCN(C)CC2)cc1	0.4%[50 µM]	11%	0.0	65
CCOc1ccccc1N1CCN(C(=O)c2cc(S(=O)(=O)N(C)C)ccc2N2CCCC2)CC1	-0.3%[50 µM]	-4%	-1.3	97
Cn1c(=O)c2c(ncn2CC(=O)OCC(=O)Nc2sccc2C(N)=O)n(C)c1=O	1.5%[50 µM]	-2%	0.5	79
CC(=O)Nc1ccc(NC(=O)C(C)OC(=O)c2ccc(-n3cnnn3)cc2)cc1 (configuration not stated)	0.5%[50 µM]	-4%	0.3	58
Cc1ccccc1Cn1c(=O)c2c(nc3n2CCCN3Cc2ccccc2)n(C)c1=O	3.7%[50 µM]	-8%	3.1	76
Cc1cc(C)c(NC(=O)COC(=O)COc2ccc3c(C)cc(=O)oc3c2)c(Cl)c1	0.4%[50 µM]	-6%	-2.6	62
CCN(CC(=O)NCc1cccs1)C(=O)c1cccc(Cl)c1	2.5%[50 µM]	3%	5.2	66
COc1ccc(-c2ccncc2)cc1OC	0.6%	-2%	6.2	106
CCOc1ccc(C(=O)COC(=O)c2cc([N+](=O)[O-])ccc2N2CCOCC2)cc1	0.9%[50 µM]	-5%	5.8	61
N#Cc1ccccc1OCC(=O)OCC(=O)NC1CCCCC1	1.7%[50 µM]	2%	0.8	63
Cc1ccc(OCC(=O)NNC(=O)C2CCC2)cc1C	2.5%	-8%	0.4	68
O=C(O)CCCCCCCCCCCNC(=O)NC12CC3CC(CC(C3)C1)C2	0.0%	-6%	0.7	54
O=C(CNC(=O)c1ccccc1F)Nc1ccc2c(c1)OCO2	0.1%[50 µM]	1%	-0.2	56
Clc1ccc(SCc2cc(Cl)nc(-c3ccccc3)n2)cc1	-0.1%	1%	1.9	41
CC1=C(n2ccnc2)CCC1=O	-1.5%	-7%	-0.7	108
NCCCn1c(C(=O)c2cc(Cl)c(N)c(Cl)c2)c2ccc([N+](=O)[O-])cc2[n+]1[O-]	-0.4%	6%	0.6	65

Going on with the list.
SMILES	UTI89 phage lysis	Dengue-2 NS5 capping	NTR1 agonist	NTR1 agonist cell count 20 µM	others
COc1ccc(S(=O)(=O)NCc2ccncc2)cc1NC(=O)c1ccccc1C	0.1%[50 µM]	1%	-0.6	55
O=C(COC(=O)c1ccc(Cl)cc1[N+](=O)[O-])NCc1ccco1	0.2%[50 µM]	1%	-1.0	72
COC(C[C@@H]1O[C@@H]1C(=O)[C@@H](C)OCc1ccccc1)OC	1.8%	0%	-0.2	82
Cc1ccc(Cl)cc1NC(=O)CN1C(=O)NC2(CCCCCC2)C1=O	0.3%[50 µM]	3%	-0.9	36
Cc1ccc(NC(=O)COC(=O)Cn2cnc3ccccc32)c(C)c1	0.3%	-1%	0.8	48
CC(C(=O)Nc1ccc(Cl)cc1Cl)N1C(=O)NC2(CCCCCCC2)C1=O (configuration not stated)	0.4%[50 µM]	-12%	1.1	83
CCN(CC)CCC(=O)N1c2ccccc2Sc2ccc(Cl)cc21	5.6%	-1%	3.7	62
COC(=O)c1ccc(NC(=O)C2CC3CCC2C3)cc1 (configuration not stated)	1.2%	2%	0.1	61
CCN(CC)S(=O)(=O)c1cc(NC(=O)c2cccc(N3C(=O)CCC3=O)c2)ccc1Cl	0.1%[50 µM]	9%	-0.9	48
COCc1ccc(-c2c(-c3ccccc3OC)sc3cc4c(cc23)OCO4)cc1	2.6%	-4%	5.8	62
O=C1Nc2c(Br)cccc2C1=O	1.2%	-7%	-3.6	37	Dengue-2 NS5 capping pilot replicate=-8.9
Cc1c(C(=O)N/N=C/c2ccncc2)nnn1-c1nonc1N	-1.2%	-7%	0.3	58
